Screening results (PubChem)
NOD2-RIPK2 inh: NOD2-RIPK2 binding disruptors in cells, primary screen, fluorescence, CHO cells, BLA complementation; CCF4 ratio; inhibition, % at 4.98 µM; 360,000 tested, 0.38% active; in the data active = inhibition above about 21%;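 note: 0% = vehicle only and 100% = reference blocker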
MC4R ag barr: MC4R agonists recruiting beta-arrestin, primary screen, cell-based, luminescence, agonist arm of biased-ligand search. U2OS MC4R beta-arrestin complementation; percent of melanotan II response, DMSO zero. activation, % at 8.9 µM. 360,000 tested, 0.98% active. AID 540308, 2011;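 active = activation above a per-plate cutoff, the mean activation of sample wells on that plate plus 3 SD, cut at about 8% in these data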
Target sequence (P32245 whole entry, looked up): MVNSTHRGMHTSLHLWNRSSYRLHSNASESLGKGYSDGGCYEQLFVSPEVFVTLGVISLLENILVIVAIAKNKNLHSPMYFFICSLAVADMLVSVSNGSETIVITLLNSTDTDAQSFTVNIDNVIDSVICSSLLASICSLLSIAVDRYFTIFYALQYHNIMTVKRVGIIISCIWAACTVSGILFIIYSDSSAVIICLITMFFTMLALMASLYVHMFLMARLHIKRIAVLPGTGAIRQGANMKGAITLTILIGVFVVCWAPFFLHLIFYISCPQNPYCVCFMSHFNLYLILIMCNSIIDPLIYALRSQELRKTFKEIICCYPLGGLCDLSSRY
MC4R antag cAMP: MC4R antagonists of cAMP signaling, primary screen, cell-based, TR-FRET, antagonist arm of biased-ligand search. MC4R-expressing cells, MTII-stimulated cAMP, LANCE TR-FRET. Melanocortin receptor 4 (Homo sapiens), P32245. 360,000 tested, 0.48% active. inhibition, % at 6.5 µM;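 active = inhibition above its plate's cutoff, the mean of tested wells on that plate plus 3 SD, cut at about 29% in these data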;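 note: 0% = Melanotan II alone and 100% = Melanotan II plus saturating MCL0020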
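Material – human MC4R-expressing U2OS cells · Repeats – no replicates · Detection – TR-FRET with Eu-cAMP and labeled anti-cAMP, 671 nm · Times – compound 30 min, challenge 1 h, detection 1 h · Compound – single nominal compound dose of 6.5 µM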
ABHD5-PLIN5 inh: ABHD5-PLIN5 interaction inhibitors, primary screen, cell lysate, split luciferase complementation, luminescence; Perilipin-5 (Homo sapiens) + 1-acylglycerol-3-phosphate O-acyltransferase ABHD5 (Homo …; AID 602281, 2012; 360,000 tested, 0.78% active; Split G. princeps luciferase complementation, 4 h; inhibition, % at 4 µM;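 active = inhibition above the mean inhibition across every tested compound plus 3 SD, cut at about 22% in these data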;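 note: 0% = DMSO only wells and the 100% control is not disclosed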
NCOA3 inh: SRC3 coactivator transcriptional activity inhibitors, primary screen, cell-based, luminescence; Nuclear receptor coactivator 3 (Homo sapiens), Q9Y6Q9; HEK293 GAL4-SRC3 luciferase reporter; inhibition, % at 3.6 µM; 360,000 tested, 0.17% active;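 active = inhibition above a per-campaign cutoff, the mean of all compounds plus 3 SD, cut at about 60% in these data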;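 note: 0% = DMSO-treated cells and 100% = gossypol-treated cells at 36 µM; higher means less SRC3-driven luciferase light from the GAL4 reporter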
TLR9-MyD88 block: inhibitors of TLR9-MyD88 association in cells, primary screen, cell-based, CHO, BLA complementation, fluorescence; inhibition, % at 4.98 µM; AID 504734, 2011; 340,000 tested, 0.21% active; Toll-like receptor 9 (Homo sapiens) + Myeloid differentiation primary response protein …; CCF4 FRET ratio;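 active = inhibition above the mean over all tested compounds plus 3 SD, cut at about 21% in these data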;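 note: 0% = DMSO only wells and 100% = clavulanate BLA inhibitor control wells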
LRH-1 inv ag: LRH-1 (NR5A2) inverse agonists, primary screen, cell-based, luminescence, HEK293T, StAR-luciferase reporter | LRH-1 transfected, 24 h | 360,000 tested, 0.13% active | AID 602396, 2012 | Nuclear receptor subfamily 5 group A member 2 (Homo sapiens), O00482 | inhibition, % at 3.6 µM;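 active = inhibition above the mean inhibition of all tested compounds plus 3 SD, cut at about 73% in these data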;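 note: 0% = DMSO wells and 100% = reporter-only cells lacking LRH-1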
LMP1 NFkB inh: EBV LMP1-driven NF-kappaB luciferase reporter inhibitors, primary screen, cell-based, luminescence, single point. LMP1-induced NF-kappaB luciferase reporter cells. inhibition, % at 12.5 µM. 350,000 tested, 0.69% active. AID 504558, 2011; in the data active = inhibition above about 41%;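 note: 0% = neutral control wells and 100% = reference inhibitor control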
NCOA2 inhibitor: inhibition of GAL4-SRC2 driven luciferase reporter, primary screen, SRC2 inhibitor project, cell-based, luminescence; inhibition, % at 9 µM; 370,000 tested, 0.17% active; Nuclear receptor coactivator 2 (Homo sapiens), Q15596; AID 651957, 2012; HEK293 GAL4-SRC2 luciferase reporter;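 active = inhibition above the mean inhibition of all tested compounds plus 3 SD, set per campaign, cut at about 52% in these data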;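 note: 0% = DMSO treated cells and 100% = cells given Gossypol at 36 µM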
NCOA1 inh: SRC1 coactivator transcriptional activity inhibitors, primary screen, cell-based, luminescence. Nuclear receptor coactivator 1 (Homo sapiens), Q15788. HEK293 GAL4-SRC1 luciferase reporter. inhibition, % at 3.6 µM. 360,000 tested, 0.12% active. AID 588354, 2011;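 active = inhibition above the campaign mean plus 3 SD, with each screening campaign given its own cutoff, cut at about 60% in these data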;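 note: 0% = DMSO treated cells and 100% = gossypol at 36 µM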
NR2F2 inh: NR2F2 transcriptional activity inhibitors, primary screen, cell-based, luciferase reporter, HEK293T, luminescence; COUP transcription factor 2 (Homo sapiens), P24468; HEK293T NGFI-A luciferase reporter; inhibition, % at 8.6 µM; 370,000 tested, 0.7% active; AID 686940, 2013;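 active = inhibition above a per-plate cutoff, mean inhibition of test wells between control levels plus 3 SD, cut at about 38% in these data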;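 note: cells cotransfected with COUP-TFII expression vector driving the NGFI-A reporter; 0% = median of COUP-TF2 test wells and 100% = reporter-only cells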
Target sequence (P24468 whole entry, looked up): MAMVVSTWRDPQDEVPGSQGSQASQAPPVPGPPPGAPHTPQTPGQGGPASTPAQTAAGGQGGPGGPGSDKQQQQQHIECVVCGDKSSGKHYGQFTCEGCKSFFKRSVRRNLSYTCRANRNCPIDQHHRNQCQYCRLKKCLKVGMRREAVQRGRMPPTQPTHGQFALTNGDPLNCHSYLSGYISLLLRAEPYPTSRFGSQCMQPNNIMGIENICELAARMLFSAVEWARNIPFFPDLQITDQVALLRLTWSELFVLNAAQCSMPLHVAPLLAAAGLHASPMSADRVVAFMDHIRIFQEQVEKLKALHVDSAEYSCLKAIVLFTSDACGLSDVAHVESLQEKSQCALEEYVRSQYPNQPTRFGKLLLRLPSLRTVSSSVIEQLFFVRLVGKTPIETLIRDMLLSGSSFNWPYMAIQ
Numbers without * were called inactive; . = no result given.

SMILES	NOD2-RIPK2 inh	MC4R ag barr	MC4R antag cAMP	ABHD5-PLIN5 inh	NCOA3 inh	TLR9-MyD88 block	LRH-1 inv ag	LMP1 NFkB inh	NCOA2 inhibitor	NCOA1 inh	NR2F2 inh
CCCC(=O)Nc1cc(C)c(NC(=O)c2cccs2)cn1	5	-1.1	8	-4	-10	6	-19	-6	-33	-9	-10
CCOC(=O)/C(C#N)=C/Nc1ccccc1NS(=O)(=O)c1cccc(C(C)=O)c1	-16	-0.9	17	2	8	-1	18	-3	-2	8	-5
Cc1onc(-c2ccccc2Cl)c1C(=O)Nc1cccc(-c2nc3ncccn3c2C)c1	-32	-1.8	9	10	14	10	-10	26	-33	-8	9
COc1ccccc1N1CCN(C(=O)C(OC(C)=O)c2ccccc2)CC1 (configuration not stated)	2	-1.1	8	1	3	-1	3	-19	-7	-9	1
O=C(/C=C\c1ccc2c(c1)OCO2)Nc1c2c(nn1-c1ccc(Cl)cc1)CSC2	-2	1.2	4	3	4	4	12	17	-11	-6	-2
CCCSC1=N/C(=C\c2ccsc2)C(=O)S1	3	1.1	-2	1	15	0	13	1	-4	-15	10
COc1ccc(OC)c(N=Cc2c(O)[nH]c3ccccc23)c1	68*	7.2	-6	-2	18	41*	21	-22	-5	-21	-15
O=C(C[C@@H]1C/C=C\C[C@@H](NC(=O)OCC2c3ccccc3-c3ccccc32)C(=O)OCCNC1=O)N[C@@H](CO)Cc1ccccc1	0	0.3	10	3	0	9	15	-3	-3	15	-17
CCN(CCCNC(=O)C1CCCN(S(=O)(=O)CC)C1)c1cccc(C)c1 (configuration not stated)	-7	4.6	3	14	15	-2	28	0	6	-51	1
COC(=O)[C@@]1(Cc2ccccc2)[C@H]2C(=O)N(C)C(=O)[C@H]2[C@H]2CN=C(SCc3ccc(C)cc3)N21	-5	-0.3	-8	8	6	-2	7	-1	13	5	-9
O=S(=O)(NN=C1CCCCCCC1)c1ccc(Br)cc1	-4	1.9	1	0	-5	1	0	-3	-22	7	4
CCOc1ccccc1N1CC(C(=O)Nc2cccc(S(=O)(=O)N3CCCCC3)c2)CC1=O (configuration not stated)	1	-2.2	1	-3	23	-3	2	5	-1	22	16
Cc1ccc(-c2nn(-c3ccccc3)cc2C(=O)N2CCOCC2)cc1C	5	-1.5	2	-3	1	-8	10	0	13	0	18
O=c1c2ccccc2ncn1CCc1ccncc1	-12	0.1	1	2	-17	1	3	2	5	-6	-25
C=C(C)C(=O)OCCCCCCOc1ccc(C(=O)O)cc1	-8	-0.8	16	1	2	7	8	4	-15	0	2
CN(C)CCCNC(=O)C[C@H]1C[C@H](C(=O)N2CCOCC2)[C@@]2(CCC3CCCC3)c3[nH]c4cc(-c5ccco5)ccc4c3CCN2C1=O	-9	-2.4	3	25*	5	-5	8	-8	5	-5	-4
COc1cc(/C=C/C(=O)O)cc(S(=O)(=O)Nc2cc(C(F)(F)F)ccc2N2CCOCC2)c1OC	7	-0.2	-1	1	11	-1	4	1	-35	-16	-13
COc1ccc(Cc2noc(CN3CCN(C4CCc5ccccc5C4)CC3)n2)cc1OC (configuration not stated)	-10	0.6	8	-3	6	.	6	3	-3	-2	3
CCC1CCCCN1C(=O)c1sc2nc(C)nc(N(CC)CC)c2c1C (configuration not stated)	1	-1.1	13	-2	10	3	-16	2	3	5	8
COc1ccccc1/C=C/C(=O)OCC(=O)NNC(=O)c1ccccc1	-3	-2.5	1	6	16	-14	16	2	2	11	-17
COc1cc(Cl)c(C)cc1NC(=O)c1cccc(OC)c1OC	1	-1.7	7	3	-20	-4	-38	-24	-94	-43	1
Cc1cc(C)c2oc(-c3ccc(C)c(NC(=S)NC(=O)/C=C/c4ccco4)c3)nc2c1	4	0.3	3	17	-1	7	-8	8	-22	0	5
Cc1ccc(C)c(-n2c(-c3ccco3)n[nH]c2=S)c1	2	-1.6	-2	0	-2	-6	-2	1	-1	5	2
COc1ccccc1N1CCN(C(=O)c2c(-c3ccccc3)noc2C)CC1	-9	-1.6	1	5	16	3	4	9	16	9	-1
O=C(NCc1ccccc1)C(c1cc2ccccc2o1)n1c(=O)c(-c2cc3ccccc3[nH]2)nc2ccccc21 (configuration not stated)	51*	.	.	5	.	.	-29	.	-17	.	4

(listing goes on)
SMILES	NOD2-RIPK2 inh	MC4R ag barr	MC4R antag cAMP	ABHD5-PLIN5 inh	NCOA3 inh	TLR9-MyD88 block	LRH-1 inv ag	LMP1 NFkB inh	NCOA2 inhibitor	NCOA1 inh	NR2F2 inh
NC(=O)c1ccc(SCC(=O)OCC(=O)NCC2CCCCC2)c([N+](=O)[O-])c1	5	-3.5	31*	-6	5	5	12	-2	17	-15	-5
COc1cc(N=Cc2c(CO)cnc(C)c2O)cc(OC)c1OC	5	-0.6	-1	-3	4	-5	1	4	5	-1	2
COc1ccc(OCCC(=O)OCC(=O)NCc2ccc(F)cc2)cc1	-2	-1.5	13	-2	1	-8	-8	-5	-50	-28	-3
Cc1ccc(Cl)cc1Nc1nc(N2CCOCC2)nc(N2CCOCC2)n1	-5	-2.3	3	1	16	5	-8	-11	-5	0	-2
Cc1nc2n[nH]c(N)c2nc1C	-12	-0.2	6	5	12	-4	-12	-5	15	-6	-10
Cc1cc(OCC(=O)NC(Cc2c[nH]c3ccc(O)cc23)C(=O)O)c2c(C)c(C)c(=O)oc2c1 (configuration not stated)	-21	-1.5	-10	5	12	-1	18	-5	-11	16	-13
CCCCN(C(=O)CSc1nnc(Nc2ccccc2)s1)c1c(N)n(CCC)c(=O)[nH]c1=O	-6	-3.9	-10	3	9	-2	15	1	-28	-3	2
Cc1cccc(OCC(=O)NNC(=O)c2cc(S(=O)(=O)N(C)C)ccc2N2CCCC2)c1	1	-1.2	2	-2	-7	0	-28	-9	16	-16	19
O=C(C1=C[C@H](c2coc3ccccc3c2=O)C[C@H](OCCCCO)O1)N1CCN(Cc2ccccc2)CC1	-2	-0.9	4	13	-7	0	5	-3	-8	-33	-1
Cc1ccccc1Cc1n[nH]c(=S)n1N	-10	-3.4	-5	-9	17	0	3	1	-5	-28	-9
CC(=O)Nc1ccc(/C=C/c2ccc3cccc([N+](=O)[O-])c3n2)cc1	0	0.4	-5	1	-43	-6	17	-12	-12	-41	-14
CCOC(=O)c1nc2cc3n(c(C)c-2c1C)C(C)C(C)=C3C (configuration not stated)	-1	0.6	8	-5	4	-8	-8	27	0	-10	3
O=C(NC1CCCCCCC1)c1ccc(Br)o1	-6	-2.3	5	3	-37	-8	-30	-7	-16	-18	-27
COC(=O)c1c[nH]n2c(=O)cc(CCl)nc12	-23	-1.0	1	1	-6	4	-7	-1	7	2	-5
O=C(CSc1nnc(CNC(=O)c2ccccc2F)o1)Nc1ccc2c(c1)OCO2	3	-1.1	0	-9	4	2	34	-1	5	11	5
NC(=O)c1cccc(Nc2nc(C(N)Cc3ccc(C(F)(F)F)cc3)cs2)n1 (configuration not stated)	-4	4.1	16	6	-2	.	-14	.	-10	7	11
COc1ccccc1CC(=O)Nc1ccc(F)cc1F	-2	-0.9	29*	-5	3	2	3	0	17	3	31
CCN(CC)c1ccc(NC2=C(Cl)C(=O)c3ccccc3C2=O)cc1	2	-5.6	0	-1	-10	1	-60	80*	.	-19	.
O=C(CSc1nnnn1-c1ccc(F)cc1)c1ccc(O)c(O)c1	-13	-4.7	13	-4	-5	-6	-41	0	9	1	-7
Cc1ccc(OCC(=O)c2c(O)c3ccccc3oc2=O)cc1C	-13	-2.2	19	7	-11	0	13	-3	-11	-13	-10
O=C(Nc1cnc2sccn2c1=O)c1ccccc1Cl	-9	0.0	12	0	-74	7	-114	-9	-52	-99	-55
CC(=O)Nc1ccc(Cl)cc1-c1ccccc1	-5	0.3	11	1	4	-4	-5	1	-38	6	1
COc1ccc(OCC(=O)N2CCC(Cc3ccccc3)CC2)cc1	5	1.0	15	10	11	-3	6	5	12	8	14

Not a retest: entries from further up.
SMILES	NOD2-RIPK2 inh	MC4R ag barr	MC4R antag cAMP	ABHD5-PLIN5 inh	NCOA3 inh	TLR9-MyD88 block	LRH-1 inv ag	LMP1 NFkB inh	NCOA2 inhibitor	NCOA1 inh	NR2F2 inh
NC(=O)c1ccc(SCC(=O)OCC(=O)NCC2CCCCC2)c([N+](=O)[O-])c1	5	-3.5	31*	-6	5	5	12	-2	17	-15	-5
COc1cc(N=Cc2c(CO)cnc(C)c2O)cc(OC)c1OC	5	-0.6	-1	-3	4	-5	1	4	5	-1	2
COc1ccc(OCCC(=O)OCC(=O)NCc2ccc(F)cc2)cc1	-2	-1.5	13	-2	1	-8	-8	-5	-50	-28	-3
Cc1ccc(Cl)cc1Nc1nc(N2CCOCC2)nc(N2CCOCC2)n1	-5	-2.3	3	1	16	5	-8	-11	-5	0	-2
Cc1nc2n[nH]c(N)c2nc1C	-12	-0.2	6	5	12	-4	-12	-5	15	-6	-10
Cc1cc(OCC(=O)NC(Cc2c[nH]c3ccc(O)cc23)C(=O)O)c2c(C)c(C)c(=O)oc2c1 (configuration not stated)	-21	-1.5	-10	5	12	-1	18	-5	-11	16	-13
CCCCN(C(=O)CSc1nnc(Nc2ccccc2)s1)c1c(N)n(CCC)c(=O)[nH]c1=O	-6	-3.9	-10	3	9	-2	15	1	-28	-3	2
Cc1cccc(OCC(=O)NNC(=O)c2cc(S(=O)(=O)N(C)C)ccc2N2CCCC2)c1	1	-1.2	2	-2	-7	0	-28	-9	16	-16	19
O=C(C1=C[C@H](c2coc3ccccc3c2=O)C[C@H](OCCCCO)O1)N1CCN(Cc2ccccc2)CC1	-2	-0.9	4	13	-7	0	5	-3	-8	-33	-1
Cc1ccccc1Cc1n[nH]c(=S)n1N	-10	-3.4	-5	-9	17	0	3	1	-5	-28	-9
CC(=O)Nc1ccc(/C=C/c2ccc3cccc([N+](=O)[O-])c3n2)cc1	0	0.4	-5	1	-43	-6	17	-12	-12	-41	-14

A portion of the library (hit frequency here may not be typical).
